Rv3671c protease: Rv3671c serine protease inhibitors, primary screen, biochemical, fluorescence polarization, M. tuberculosis H37Rv; P9WHR9; inhibition, % at 5.96 µM; actives 0.048% (n = 320,000); AID 2606, 2010; in the data active means inhibition above about 38%;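 further: extracellular domain of Rv3671c used as enzyme; 0% = enzyme with DMSO and 100% = no enzyme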
Target sequence (P9WHR9 whole entry, looked up, the tested form may be a part): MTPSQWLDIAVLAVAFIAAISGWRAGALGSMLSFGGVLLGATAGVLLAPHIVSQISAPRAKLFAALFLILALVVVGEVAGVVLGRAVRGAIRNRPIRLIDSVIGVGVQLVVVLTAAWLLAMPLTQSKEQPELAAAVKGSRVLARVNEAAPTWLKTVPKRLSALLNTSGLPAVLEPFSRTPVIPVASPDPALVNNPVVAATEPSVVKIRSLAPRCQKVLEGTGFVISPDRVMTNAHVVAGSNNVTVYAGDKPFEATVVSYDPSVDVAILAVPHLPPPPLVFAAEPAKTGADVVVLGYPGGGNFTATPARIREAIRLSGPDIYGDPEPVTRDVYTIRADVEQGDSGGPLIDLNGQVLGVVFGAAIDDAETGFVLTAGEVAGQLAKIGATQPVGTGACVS
3CLpro inhibitor: SARS-CoV 3CLpro protease inhibitors, primary screen, biochemical, quenched FRET | Replicase polyprotein 1ab (Severe acute respiratory syndrome coronavirus), P0C6X7 | recombinant SARS-CoV 3CLpro, quenched FRET peptide cleavage | inhibition, % at 6 µM | actives 0.14% (n = 290,000); in the data active means inhibition above about 12%
MazF activator: activators of E. coli MazEF toxin-antitoxin RNase, primary screen, biochemical, fluorescence, uHTS; activation, % at 20 µM; Endoribonuclease toxin MazF (Escherichia coli (strain K12)), P0AE70; FAM/BHQ RNA-DNA oligo cleavage fluorescence, 5 h; AID 504720, 2011; actives 0.32% (n = 350,000); in the data active means activation above about 50%
Target sequence (P0AE70 whole entry, looked up): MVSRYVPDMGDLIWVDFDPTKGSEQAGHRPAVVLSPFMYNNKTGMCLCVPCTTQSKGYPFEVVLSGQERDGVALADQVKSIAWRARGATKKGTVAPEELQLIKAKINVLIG
Yp Topo-I inh: Yersinia pestis topoisomerase I inhibitors, primary screen, biochemical, cleavage product accumulation, plate reader, single point | DNA topoisomerase I (Yersinia pestis CO92) | Y. pestis Topo-I cleavage product accumulation | activity, % at 10 µM | actives 0.064% (n = 360,000); in the data active means activity above about 50%, passing the limit was not always enough; inconclusive means no clear call, values can overlap the other calls; further: inactives centre near 2
DUSP3 inh: VHR1 phosphatase inhibitors, primary screen, biochemical, absorbance, uHTS; Dual specificity protein phosphatase 3 (Homo sapiens), P51452; recombinant VHR phosphatase, pNPP absorbance; inhibition, % at 13.3 µM; actives 0.52% (n = 290,000); AID 1654, 2009; in the data active means inhibition above about 50%; further: some compounds called inactive have numbers as strong as hits
Target sequence (P51452 whole entry, looked up): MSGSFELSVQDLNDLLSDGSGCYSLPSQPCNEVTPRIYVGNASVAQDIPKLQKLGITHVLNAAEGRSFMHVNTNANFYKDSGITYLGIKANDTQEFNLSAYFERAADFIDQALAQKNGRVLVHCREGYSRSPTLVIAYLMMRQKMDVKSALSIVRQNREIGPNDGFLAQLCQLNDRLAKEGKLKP
TcdB inh: TcdB glycohydrolase inhibitors, primary screen, biochemical, single point, plate reader; Toxin B (Clostridioides difficile), P18177; TcdB glycohydrolase enzymatic assay; inhibition, % at 9.99 µM; actives 0.24% (n = 350,000); in the data active means inhibition above about 10%
Anthrax LF prot: Bacillus anthracis LF protease inhibitors, primary screen, biochemical, multiplex microsphere, MLPCN library | multiplex microsphere protease cleavage assay | inhibition, % at 10 µM | actives 0.12% (n = 360,000); in the data active means inhibition above about 30%; inconclusive means no clear call, values can overlap the other calls; further: plate controls were buffer without enzyme for full effect and enzyme alone for no effect
PriA SSB inh: inhibitors of Klebsiella pneumoniae PriA binding to SSB C-terminal tail, primary screen, biochemical, AlphaScreen; PriA–SSB C-terminal tail interaction (Klebsiella pneumoniae); AID 1272365, 2023; inhibition, % at 33 µM; actives 0.6% (n = 430,000); AlphaScreen SSBct-PriA binding, biotinylated peptide; in the data active means inhibition mostly above about 37%, no sharp cut-off; inactive means mostly below about 20%;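 further: plate controls were negative control peptide for no effect and reference peptide for full effect; strong numbers were not always called active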
PfHsp40 rescue: rescue of yeast from PfHsp40 toxicity, primary screen, S. cerevisiae, ATP luminescence; S. cerevisiae expressing PfHsp40, growth rescue; growth rescue, % at 12.5 µM; actives 0.68% (n = 340,000); in the data active means growth rescue above about 28%, passing the limit was not always enough; inconclusive means no clear call, values can overlap the other calls;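 further: yeast W303a lacking pdr1 and pdr3 grown in galactose medium; growth measured after three days at 30 °C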
Vc quorum ag: inducers of Vibrio cholerae quorum light production without autoinducers, primary screen, BH1578 luxS cqsA deficient, single point; V. cholerae BH1578 lux reporter, luminescence, 6 h; activation, % at 18.7 µM; actives 0.16% (n = 350,000); AID 588436, 2011; in the data active means activation mostly above about 9.7%, no sharp cut-off; inconclusive means no clear call, values can overlap the other calls; inactive means mostly below about 3.7%; further: not every result past the cut was called active; inactives centre near 0; reference of the scale not given here
* hit, by the source's call; i = inactive; ? = inconclusive; . = no result given; & = joins results of further samples.

SMILES	Rv3671c protease	3CLpro inhibitor	MazF activator	Yp Topo-I inh	DUSP3 inh	TcdB inh	Anthrax LF prot	PriA SSB inh	PfHsp40 rescue	Vc quorum ag
Cn1c(CN2CCCCC2)nc2cc(NC(=O)c3ccccc3)ccc21	-1	0	5	0	-2	.	4	-5	-1.0	-1.4
CN(C1=NC(=O)C(CC(=O)O)S1)c1ccc(O)cc1 (stereo not drawn)	12	-2	-1	7	20	0.1	-3	-10	2.1	i
CCOc1ccc(NC(=O)CCCOc2cc(=O)n(C)c3ccccc23)cc1	-3	0	0	-3	3	.	-5	-5	-0.3	-0.7
CC(C)NC(=O)c1ccccc1NC(=O)C1COc2ccccc2O1 (stereo not drawn)	2	2	6	-5	13	.	3	-2	0.4	i
CC(=O)Nc1ccc(C(C#N)c2ccccc2)cc1 (stereo not drawn)	9	-2	2	-1	18	1.3	-6	-4	0.7	-0.1
CCCCOC(=O)c1ccc(NC(c2ccc(C)cc2)P(=O)(OC)OC)cc1 (stereo not drawn)	0	4	7	31	-2	1.3	-1	3	9.3	-0.3
CCCS(=O)(=O)N1CCC(C(=O)N2CCCC2)CC1	6	0	-2	6	-2	.	2	-10	?	.
Nc1ccc(-c2cc(N)n(-c3ccccc3)n2)cc1	-5	2	11	-20	-17	.	3	19	6.3	i
COc1ccc(N2C(=O)c3ccc(C(=O)Nc4cc(OC)ccc4OC)cc3C2=O)cc1	4	-2	2	0	2	-0.2	-10	-1	-2.0	i
CSCCC(NC(=O)c1ccco1)C(=O)N1CCN(Cc2ccccc2)CC1 (stereo not drawn)	4	.	-3	-3	.	-0.3	-3	2	-0.2	-0.6
Cc1cccc(N2CCN(C(=O)c3cccc(N4CCCC4=O)c3)C(C)C2)c1 (stereo not drawn)	5	2	0	21	23	1.1	2	-12	2.7	-0.4
CCOC(=O)c1c(C)c(-c2ccccc2)n(CC(=O)NCCC(C)C)c1C	-1	-8	5	8	7	0.2	-6	-4	-0.2	-0.3
CCCC(=O)Nc1ccc(NC(=O)Cc2ccccc2)cn1	3	1	-2	-7	11	.	4	-17	-0.4	i
Cc1ccc(C(=O)N/C(=C\c2ccco2)C(=O)NCCN2CCOCC2)cc1C	-4	3	4	9	2	0.0	-2	0	-1.3	i
CN(NC1OC(=O)c2ccccc21)c1ccc(Cl)cc1[N+](=O)[O-] (stereo not drawn)	-2	8	4	-3	26	-1.3	2	0	0.3	-0.6
CC(C)Cn1c(N)c(C(=O)COC(=O)c2ccc(Cl)cc2)c(=O)n(C)c1=O	5	3	-3	3	5	-1.2	2	-4	0.1	-0.3
Fc1cccc(NCc2ccoc2)c1	2	-3	-1	-5	15	.	-5	-5	0.6	1.0
Cc1[nH]c(=S)[nH]c(=O)c1Cc1c(O)ccc2ccccc12	.	.	4	-3	.	2.3	-3	2	0.9	.
O=C(c1ccc(Cn2cc(Cl)cn2)cc1)N1CCN(c2ccccc2)CC1	-5	4	-3	9	18	.	-10	-1	2.3	-0.3
O=C(NCc1ccco1)Nc1ccc2nsnc2c1	-11	-4	-4	-2	-16	.	-6	-10	2.0	-2.6
COC(CNC(=O)c1c[nH]c2ccc(S(=O)(=O)N3CCOCC3)cc2c1=O)OC	0	-1	-3	1	25	1.1	-2	4	-1.4	0.4
CCN(C(=O)c1cccc(S(=O)(=O)N2CCc3ccccc32)c1)C1CCS(=O)(=O)C1 (stereo not drawn)	8	.	-1	-7	.	1.8	-5	-5	-1.2	7.1
CCCCCC[C@@H]([C@@H](C)O)n1cnc2c(N)ncnc21	1	.	5	0	.	0.6	0	-3	-0.8	0.8
CSc1ncccc1C(=O)OCC(=O)c1cccs1	-10	6	-2	-8	32	0.6	-1	2	0.3	-0.5
CCn1cnc2c1c(=O)n(Cc1cccc(Br)c1)c(=O)n2Cc1ccccc1	-4	7	1	16	20	-0.3	3	-7	1.9	-0.2
O=[N+]([O-])c1c(Nc2ccccc2O)cc(Cl)c2nonc12	.	4	15	-33	-4	1.2	3	17	-1.6	i
CC(=O)c1ccc(NC(=O)CSc2nnc(Cn3cnc4ccccc43)o2)cc1	1	5	1	-3	16	2.2	-4	-4	0.7	-0.2
COc1ccc(S(=O)(=O)CCC(=O)Nc2ccc(OC)cc2OC)cc1	10	-1	13	7	5	.	0	-4	-1.2	i
O[C@H]1CN(CC2CCCCC2)[C@@H](c2ccc(Cl)cc2)C[C@@H]1n1cc(-c2ccc(F)cc2)nn1	.	.	-6	9	.	0.8	-2	.	.	0.6
CCOc1ccc(C(=O)N(CC)CC(=O)Nc2ccc3c(c2)OCCO3)cc1	2	.	1	5	.	1.5	0	0	-0.9	-0.6
COCC(=O)Nc1ccc(OC)c(Cl)c1	0	4	-7	11	22	-0.3	-5	-11	0.0	-0.3
O=C(COC(=O)Cc1ccc2c(c1)OCCO2)Nc1ccc(S(=O)(=O)N2CCCC2)cc1	-2	1	5	20	2	.	-2	1	-0.2	-1.2
COc1ccc(C)cc1NC(=O)c1cc2c(s1)CCC2	5	4	-2	13	-16	.	1	-31	4.9	0.1
OC(CNC1CCCC1)COc1ccc(-c2ccccc2)cc1 (stereo not drawn)	4	-1	10	-3	48	0.3	-5	16	1.6	-0.2
COc1ccc(C(=O)NC2CCCc3c2cnn3-c2ccccc2F)o1 (stereo not drawn)	0	-1	2	-7	-31	2.7	-6	1	1.0	-0.3
Cc1ccnc(NC(=O)Cc2ccc([N+](=O)[O-])cc2)c1	3	-2	-3	-2	18	0.8	2	-3	0.3	-0.1
CCOc1ccc(NS(=O)(=O)c2ccc(C(=O)NCC3CCCO3)cc2)cc1 (stereo not drawn)	.	.	4	0	.	-1.5	-2	.	.	i
COc1cc(F)c(C2=CC(=O)C[C@H](c3ccc4c(c3)OCO4)C2)cc1F	1	.	-3	2	.	-0.5	-5	-3	-0.2	i
COc1ccc(CN2CCN(Cc3c[nH]c4ccccc34)CC2)c(OC)c1	.	.	7	1	.	0.6	-9	.	.	-0.7
Cc1cc(C)c(S(=O)(=O)c2cccc(Cl)c2)c(=O)[nH]1	-8	-3	5	2	14	0.6	8	-2	0.6	i
CCC1(CC)NC(=O)N(CC(=O)NCc2ccc3c(c2)OCO3)C1=O	1	-1	-2	-11	-2	.	2	-12	-1.4	-14
CCN(CC(=O)Nc1c(F)cccc1F)C(=O)CCNS(=O)(=O)c1ccccc1C(F)(F)F	8	.	13	9	.	-0.9	-4	-11	0.1	-1.8
CCOC(=O)c1c(C)[nH]c(C)c1C(=O)COC(=O)[C@@H]1CCCN1S(=O)(=O)c1ccc(Cl)cc1	1	-3	-8	-8	0	-13	-4	17	0.3	i
COCCNc1oc(COc2cccc(C)c2)nc1C#N	9	-2	-1	1	-19	.	-5	22	9.5	i
Cc1cc(Cl)ccc1NC(=S)N(CCCN1CCOCC1)Cc1cccs1	3	3	-7	10	-4	.	0	4	-0.7	-0.7
COC(=O)c1c(S(C)(=O)=O)nc(-c2ccccc2)[nH]c1=O	5	3	8	-6	-2	-0.5	-1	-6	-2.0	-0.4
CC(=O)Oc1cccc(N2C(=O)C3C4C=CC(CC4)C3C2=O)c1 (stereo not drawn)	0	-4	12	-4	30	0.2	-15	-8	-2.9	i
CN1CCc2c(c3ccccc3n2Cc2ccccc2)C1	2	-2	-1&8	9&1	42	-6.6&0.4	-10&-8	7	0.5&0.4	-0.7&-0.3
CC(=O)c1c(Cl)nc2cccc3c2c1-c1ccccc1C3=O	4	-3	-12	4	-8	2.0	-25	11	-0.5	i
c1ccc(N2CCN(c3nccn4ccnc34)CC2)nc1	.	.	.	5	.	0.8	-10	.	.	i
Cc1cccc(NC(=O)C2CCN(c3nccc(C)n3)CC2)c1	4	-4	-5	0	28	.	-12	-8	0.3	-2.1
COCCN1CCC(CO)C1 (stereo not drawn)	.	.	0	5	.	1.3	-9	-13	-0.9	i
CCOC(=O)N1CCN(CCC(=O)Nc2cc(OC)cc(OC)c2)CC1	3	2	-7	9	-18	.	-2	-6	-1.4	.
CC(C)OC(=O)CSc1nnc(-c2ccc(Cl)cc2Cl)n1N	4	1	5	-11	22	.	-1	5	0.0	i
NC(=O)c1nsc(C(=O)N(c2cccc(F)c2)C(C(=O)NCC2CCCO2)c2cccs2)c1N (stereo not drawn)	-1	2	10	6	27	0.2	-3	-10	-1.3	-0.6
COc1ccc(N2CCN(CC(=O)c3ccc(O)c(C)c3O)CC2)cc1	6	-1	12	-5	-3	-0.8	-2	12	1.1	i
CC[n+]1c(C)cc2c(sc3ccccc32)c1C	.	-3	11	-4	28	-1.9	-2	-2	-0.2	-1.9
CCCc1cc(=O)oc2cc(OCC(=O)NCC3CCC(C(=O)O)CC3)ccc12 (stereo not drawn)	-4	-3	-4	-5	9	0.7	5	-13	-0.9	-0.3
CCOc1cc(/C=C(/NC(C)=O)C(=O)O)cc(Cl)c1OCc1cccc(Br)c1	0	4	8	10	-15	3.5	0	0	-0.9	0.4
Cc1cccc(Cl)c1NC(=S)NCCc1ccccn1	6	5	2	0	17	0.3	1	-11	-0.3	-0.4

Following part:
SMILES	Rv3671c protease	3CLpro inhibitor	MazF activator	Yp Topo-I inh	DUSP3 inh	TcdB inh	Anthrax LF prot	PriA SSB inh	PfHsp40 rescue	Vc quorum ag
COc1ccc(C(=O)NC(=S)Nc2cccnc2)cc1Cl	1	0	-2	1	14	0.1	-1	-17	-0.5	i
C/C(N)=C(/C#N)C(=O)COC(=O)Cc1coc2ccc3ccccc3c12	-1	8	-2	4	22	0.2	0	-2	-1.9	7.7
Cc1ccc2c(C)c(C(=O)N3CCC(C(N)=O)(N4CCCCC4)CC3)oc2c1C	.	.	5	19	.	0.6	-6	.	.	-1.3
COC(=O)c1cc2sccc2n1Cc1ccc(C)cc1	7	-1	-4	32	19	.	0	-81	0.4	-0.4
COC(=O)/C(C#N)=C/c1c(Oc2cccc(C)c2C)nc2ccccn2c1=O	4	-4	10	5	-3	0.9	3	-1	-0.6	1.7
CC1(C)CC(=O)C(C=NCCN2CCOCC2)=C(O)C1	-4	-9	-25	8	-6	.	-2	1	0.0	i
CCOC(CCNC(=O)c1cc(-c2cccs2)nc2ccccc12)OCC	3	-6	-2	11	7	-1.6	10	11	-1.4	-1.2

Some of the compounds tested. The share of hits here may be higher or lower than overall.
